Compound activity: PubChem, several laboratories
RAM network inh = inhibitors of the yeast RAM network, primary screen, dse1pr::URA3 reporter, 5-FOA selection; S. cerevisiae dse1pr::URA3 reporter, 5-FOA growth OD615, 2 d; analog-sensitive cbk1-as2 kinase mutant strain; inhibition, % at 50 µM; hit rate 1.8% among 190,000;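 active = inhibition above a set limit, 3 SD over mean compound inhibition, cut at about 8.4% in these data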;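 also: 0% = DMSO-only wells with no growth and 100% = 10 µM 1-NA-PP1 full growth; inhibition rescues growth on 5-FOA so higher OD means more RAM inhibition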
bIAP inh = bovine intestinal alkaline phosphatase inhibitors, primary screen, selectivity assay for TNAP inhibitor project, biochemical, bovine IAP, CDP-star luminescence; purified bovine IAP, 30 min; 190,000 tested, under 10 active; AID 1019, 2008; inhibition, % at 20 µM; alkaline phosphatase, intestinal [Bos taurus];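 active = over 50% inhibition of intestinal alkaline phosphatase at 20 µM in the single-dose screen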
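Assay system: bovine IAP enzyme; medium: DEA buffer 100 mM, pH 9.8, with MgCl2 1.0 mM, ZnCl2 0.02 mM; doses: 20 µM single dose; incubation: enzyme reaction for 30 min at room temperature; detection: CDP-star luminescence signal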
Efa HMGR inh = inhibitors of E. faecalis class II HMGR, primary screen, biochemical, Enterococcus faecalis | HMG-CoA reductase (Enterococcus faecalis, mvaE) | purified E. faecalis HMGR, NADPH absorbance 340 nm kinetic | inhibition, % at 10 µM | hit rate 0.41% among 190,000 | AID 1066, 2008;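 active = inhibition above a set limit, the median over all tested compounds plus 3 SD, cut at about 9.5% in these data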;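 also: enzyme runs in reverse so mevalonate oxidation gives rising NADPH absorbance; 0% = complete reaction with DMSO and 100% = background rate lacking mevalonate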
ROMK primary = ROMK potassium channel modulators, primary screen, cell-based, thallium flux, MLSMR library. ATP-sensitive inward rectifier potassium channel 1 (Homo sapiens), P48048. Tet-inducible ROMK, thallium flux fluorescence; actives lie on both sides. B-score at 10 µM. hit rate 2% among 130,000;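 active = signal ratio slope over the read window, or its plate-corrected B-score, at least 3 SD from the plate mean, either direction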;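 also: B-score of the F/F0 ratio slope over 7 to 12 s after thallium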
Target sequence (P48048 whole entry, looked up): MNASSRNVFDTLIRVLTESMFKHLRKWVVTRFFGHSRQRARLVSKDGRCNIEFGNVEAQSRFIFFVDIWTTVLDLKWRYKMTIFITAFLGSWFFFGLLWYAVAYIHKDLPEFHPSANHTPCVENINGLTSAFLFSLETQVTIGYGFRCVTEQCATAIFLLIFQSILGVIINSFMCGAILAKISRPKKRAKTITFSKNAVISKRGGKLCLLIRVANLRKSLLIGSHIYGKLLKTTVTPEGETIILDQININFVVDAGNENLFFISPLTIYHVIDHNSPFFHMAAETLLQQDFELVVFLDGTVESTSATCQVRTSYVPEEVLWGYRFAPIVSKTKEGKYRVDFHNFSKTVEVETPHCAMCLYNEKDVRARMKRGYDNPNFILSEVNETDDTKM
DTT redox prof = compounds producing H2O2 with reducing agent – biochemical, NIH compound library profiling, artefact control for MLSCN library redox annotation, primary screen; DTT-dependent redox cycling H2O2, phenol red/HRP absorbance; 100% = 100 µM peroxide control, 0% = buffer; activation, % at 10 µM; hit rate 0.03% among 200,000; AID 878, 2007;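 active = activation of at least 50% relative to the plate's high and low controls in the primary single-dose screen; inactive = activation below 50%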;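 also: compound incubated with DTT at 0.8 mM final as the reducing agent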
PPARg SRC-2 ag = agonists of PPARg-SRC-2 recruitment, primary screen, biochemical, HTS. Peroxisome proliferator-activated receptor gamma (Homo sapiens), P37231. PPARgamma LBD-SRC-2 recruitment. activation, % at 8 µM. hit rate 0.34% among 200,000. AID 1032, 2008; in the data active = activation above about 22%;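 also: 0% = vehicle and 100% = reference agonist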
Target sequence (P37231 whole entry, looked up, the tested form may be a part): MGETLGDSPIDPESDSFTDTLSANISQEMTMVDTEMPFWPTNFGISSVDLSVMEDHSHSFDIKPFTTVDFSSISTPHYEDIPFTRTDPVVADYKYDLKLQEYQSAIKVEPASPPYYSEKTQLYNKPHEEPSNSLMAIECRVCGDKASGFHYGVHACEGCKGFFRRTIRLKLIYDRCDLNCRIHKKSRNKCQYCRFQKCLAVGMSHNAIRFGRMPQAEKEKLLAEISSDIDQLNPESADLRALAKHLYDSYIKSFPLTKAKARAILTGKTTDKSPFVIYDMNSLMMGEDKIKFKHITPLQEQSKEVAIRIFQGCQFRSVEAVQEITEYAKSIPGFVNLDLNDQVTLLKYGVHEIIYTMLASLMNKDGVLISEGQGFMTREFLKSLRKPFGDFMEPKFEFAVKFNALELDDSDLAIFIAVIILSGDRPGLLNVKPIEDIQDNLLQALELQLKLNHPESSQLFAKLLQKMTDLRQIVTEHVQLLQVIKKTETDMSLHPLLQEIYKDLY
PPARg SRC1 recr = PPARgamma agonists recruiting SRC-1 coactivator, primary screen, biochemical; Peroxisome proliferator-activated receptor gamma (Homo sapiens), P37231; PPARgamma-SRC-1 coactivator recruitment biochemical assay; activation, % at 8 µM; hit rate 0.41% among 200,000; AID 631, 2007; in the data active = activation above about 19%;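 also: 0% = DMSO and 100% = reference agonist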
PPARg SRC-3 ag = PPARgamma agonists recruiting SRC-3 coactivator, primary screen, biochemical | Peroxisome proliferator-activated receptor gamma (Homo sapiens), P37231 | biochemical PPARgamma/SRC-3 coactivator recruitment assay | activation, % at 8 µM | hit rate 0.26% among 200,000 | AID 731, 2007; in the data active = activation above about 23%;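 also: 0% = DMSO and 100% = reference agonist; some compounds past the cut are filed as inactive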
S1P3 antagonist = S1P3 receptor antagonists, primary screen, cell-based. Sphingosine 1-phosphate receptor 3 (Homo sapiens), Q99500. AID 485, 2006. CHO S1P3 NFAT-BLA reporter, FRET fluorescence, antagonist mode. inhibition, % at 4.98 µM. hit rate 0.27% among 170,000;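 active = inhibition above the plate cutoff, the mean inhibition of test wells on that plate plus 3 SD, cut at about 28% in these data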;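 also: cells challenged with S1P at its EC80 of 0.8 µM; blue over green emission ratio from cleaved BLA substrate after 4 h stimulation; 0% = S1P-stimulated wells and 100% = unstimulated DMSO-only wells; some compounds past the cut are filed as inactive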
TR-FRET SRC-2 ct = TR-FRET signal artefacts, primary screen, artefact control for PPARgamma SRC-2 agonist project, biochemical. TR-FRET artefact counter-screen; active compounds read high. TR-FRET ratio at 8 µM. hit rate 0.4% among 200,000; in the data active = TR-FRET ratio above about 2000; also: inactives centre near 1500
Lmaj promast = Leishmania major promastigote growth inhibition, primary screen | Leishmania major promastigotes, resazurin fluorescence viability | inhibition, % at 10 µM | hit rate 9% among 200,000 | AID 1063, 2008; in the data active = inhibition above about 50%;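 also: promastigotes grown with compound for 44 hours at 28 °C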
* hit, by the source's call; . = no result given.

#	SMILES	S1P3 antagonist	TR-FRET SRC-2 ct	PPARg SRC1 recr	Efa HMGR inh	ROMK primary	DTT redox prof	PPARg SRC-2 ag	Lmaj promast	RAM network inh	bIAP inh	PPARg SRC-3 ag
1	O=C(Cn1c(NCCO)nc2ccccc21)NCC1CCCO1 (stereo not drawn)	-8.2	1485	0.8	0.4	0.923	-0.1	-1.6	0.1	0.8	5.6	0.6
2	COC(=O)c1cc(OC)c(OC)cc1NC(=O)Nc1ccc(OC)cc1	.	1369	-3.7	-6.2	0.986	0.1	-9.4	-2.9	1.0	15.5	-0.9
3	COc1ccc(-n2ccnc2SCC(=O)NC2CCCC2)c(OC)c1	5.4	1428	-2.0	4.6	-0.853	-0.9	-4.3	-1.5	0.8	-5.0	-0.6
4	Cc1cc([N+](=O)[O-])nn1CC(=O)Nc1ccc(Cc2ccncc2)cc1	-15.1	1530	8.0	0.7	-0.899	0.0	-5.2	-0.4	2.0	13.4	1.9
5	COc1ccc(NC(=O)Nc2cccnc2)c(OC)c1	10.6	1517	-7.9	5.2	0.666	0.9	-0.8	3.8	0.0	-5.3	0.5
6	CCNC(=S)N1CCN(CCN2C(=O)c3cccc4cccc(c34)C2=O)CC1	-24.5	1710	-0.2	-0.2	0.688	0.0	11.2	35.0	4.1	-0.5	1.3
7	C=CCc1cc(Cl)ccc1OCCNCCCOC	11.6	1336	-1.8	-3.4	-1.69	-0.1	3.4	99.5*	-0.8	47.6	1.1
8	COc1cccc(NC(=O)CN(C)C(=O)COc2ccc3ccccc3c2)c1	-10.0	1612	-2.6	-9.9	.	0.4	5.6	-2.0	3.1	8.8	0.0
9	CC(=O)Nc1cc(OC(C)=O)c2nonc2c1OC(C)=O	54.4*	1449	-1.3	.	-4.24*	113.1*	3.5	100.6*	.	4.0	1.6
10	O=C(CN1CCOCC1)N1CCN(c2ccc3ccccc3n2)CC1	1.3	1436	-0.1	-5.1	.	0.5	0.0	-7.3	2.1	-2.7	-1.4
11	CC1CCCN(C(=O)CN2CCN(C(=O)c3ccco3)CC2)C1 (stereo not drawn)	-34.9	1409	-2.5	-2.0	.	1.9	-5.6	-0.7	0.9	1.7	0.6
12	NC(=S)Nn1c(-c2ccccc2)nc2ccccc2c1=O	-4.7	1735	6.5	-1.2	0.816	0.4	-1.4	35.9	0.5	-18.2	7.5
13	O=C(CSc1nnc(-c2ccc(Cl)cc2)n1Cc1ccco1)NCc1ccc2c(c1)OCO2	.	1665	-2.0	-0.6	-0.369	0.2	12.4	22.9	1.8	9.6	5.6
14	CCOC(=O)c1ccc(NC(=O)CC2SC(=NC)N(C)C2=O)cc1 (stereo not drawn)	.	1432	-7.6	0.3	.	2.8	-4.3	-1.9	0.5	3.0	2.2
15	CCOC(=O)C1CCN(c2c(NCc3ccc(C(=O)NCCOC)cc3)c(=O)c2=O)CC1	-47.7	1516	5.0	0.3	0.559	-0.8	6.4	-6.4	0.5	0.0	13.1

Shown with each value named: entries from further up
7	C=CCc1cc(Cl)ccc1OCCNCCCOC
  S1P3 antagonist = 11.6	TR-FRET SRC-2 ct = 1336	PPARg SRC1 recr = -1.8	Efa HMGR inh = -3.4	ROMK primary = -1.69	DTT redox prof = -0.1	PPARg SRC-2 ag = 3.4	Lmaj promast = 99.5*	RAM network inh = -0.8	bIAP inh = 47.6	PPARg SRC-3 ag = 1.1
1	O=C(Cn1c(NCCO)nc2ccccc21)NCC1CCCO1 (stereo not drawn)
  S1P3 antagonist = -8.2	TR-FRET SRC-2 ct = 1485	PPARg SRC1 recr = 0.8	Efa HMGR inh = 0.4	ROMK primary = 0.923	DTT redox prof = -0.1	PPARg SRC-2 ag = -1.6	Lmaj promast = 0.1	RAM network inh = 0.8	bIAP inh = 5.6	PPARg SRC-3 ag = 0.6

Part of the list above in order of formula weight, descending.
#	SMILES	S1P3 antagonist	TR-FRET SRC-2 ct	PPARg SRC1 recr	Efa HMGR inh	ROMK primary	DTT redox prof	PPARg SRC-2 ag	Lmaj promast	RAM network inh	bIAP inh	PPARg SRC-3 ag
13	O=C(CSc1nnc(-c2ccc(Cl)cc2)n1Cc1ccco1)NCc1ccc2c(c1)OCO2	.	1665	-2.0	-0.6	-0.369	0.2	12.4	22.9	1.8	9.6	5.6
15	CCOC(=O)C1CCN(c2c(NCc3ccc(C(=O)NCCOC)cc3)c(=O)c2=O)CC1	-47.7	1516	5.0	0.3	0.559	-0.8	6.4	-6.4	0.5	0.0	13.1
6	CCNC(=S)N1CCN(CCN2C(=O)c3cccc4cccc(c34)C2=O)CC1	-24.5	1710	-0.2	-0.2	0.688	0.0	11.2	35.0	4.1	-0.5	1.3
8	COc1cccc(NC(=O)CN(C)C(=O)COc2ccc3ccccc3c2)c1	-10.0	1612	-2.6	-9.9	.	0.4	5.6	-2.0	3.1	8.8	0.0
4	Cc1cc([N+](=O)[O-])nn1CC(=O)Nc1ccc(Cc2ccncc2)cc1	-15.1	1530	8.0	0.7	-0.899	0.0	-5.2	-0.4	2.0	13.4	1.9
14	CCOC(=O)c1ccc(NC(=O)CC2SC(=NC)N(C)C2=O)cc1 (stereo not drawn)	.	1432	-7.6	0.3	.	2.8	-4.3	-1.9	0.5	3.0	2.2
11	CC1CCCN(C(=O)CN2CCN(C(=O)c3ccco3)CC2)C1 (stereo not drawn)	-34.9	1409	-2.5	-2.0	.	1.9	-5.6	-0.7	0.9	1.7	0.6
12	NC(=S)Nn1c(-c2ccccc2)nc2ccccc2c1=O	-4.7	1735	6.5	-1.2	0.816	0.4	-1.4	35.9	0.5	-18.2	7.5

(further entries)
#	SMILES	S1P3 antagonist	TR-FRET SRC-2 ct	PPARg SRC1 recr	Efa HMGR inh	ROMK primary	DTT redox prof	PPARg SRC-2 ag	Lmaj promast	RAM network inh	bIAP inh	PPARg SRC-3 ag
16	CC(C)n1nnnc1-c1cccc(Cl)c1	.	1489	-4.9	1.3	.	3.5	0.9	-5.5	1.5	5.0	-2.7
17	COc1ccc(OC)c(NC(=O)CC2SC(=Nc3ccccc3)N(CCc3ccccn3)C2=O)c1 (stereo not drawn)	-10.7	1616	0.4	-4.1	.	0.4	11.5	54.9*	2.2	28.5	4.7
18	CCOC(=O)C1=C(C)Nc2ncnn2C1/C=C/c1ccccc1 (stereo not drawn)	4.7	1631	-3.0	0.2	.	4.8	-1.2	8.3	5.2	2.4	-6.5
19	C[C@@H](O)[C@@H]1NC(=O)c2cc([N+](=O)[O-])cc(I)c2NCC[C@@H](C(N)=O)NC(=O)CNC1=O	-9.1	1654	2.1	-3.3	-0.0231	-0.2	0.4	-4.1	0.3	10.1	-0.3
20	CC1CC(Nc2ccccc2)=NC1(C)C (stereo not drawn)	-11.1	1488	-2.6	-2.5	0.218	0.2	3.2	-4.7	3.3	-2.4	2.6
21	C[C@@H]1C=C[C@](Cc2ccccc2)(C(=O)NCC2CC2)N1C(=O)c1ccccc1	14.0	1345	-0.5	-5.7	0.59	0.1	5.1	0.0	-0.5	-29.1	0.6
22	S=C1NC2(CCCCC2)NN1c1ccccc1	17.7	1537	5.3	-2.5	.	0.0	-5.8	81.3*	-0.5	-8.6	-0.4
23	O=C(CNC(=O)c1ccco1)NCC(=O)OCc1ccc(C(=O)Oc2ccc(Cl)cc2)cc1	.	1538	5.4	2.0	.	0.9	5.2	-0.8	5.4	6.0	8.3
24	O=S(=O)(NCC(c1cccnc1)N1CCN(c2ccccc2)CC1)c1cc(F)ccc1F (stereo not drawn)	.	1674	4.8	-0.1	.	0.9	5.1	96.8*	-0.6	8.4	4.5
25	CNC(=O)C1CCC(=O)N1Cc1ccccc1Cl (stereo not drawn)	.	1384	-8.5	-1.9	1.73	0.1	-9.8	1.1	1.2	30.2	0.0
26	CCO[C@H]1OC(C(=O)O)=C[C@@H](C2CCCCC2)[C@@H]1CCCO	-11.6	1668	9.1	-2.4	.	-0.4	4.2	-12.3	1.0	-4.1	-0.1
27	O=C(CSc1nnc(CCCN2C(=O)c3cccc4cccc(c34)C2=O)n1-c1ccccc1)N1CCN(CCO)CC1	-14.1	1626	2.5	-3.8	0.472	-0.5	15.2	-1.3	0.5	14.2	5.0
28	C/C(=N\N=C(/N)SC1CC(=O)N(c2ccc(Br)cc2)C1=O)c1cccs1 (stereo not drawn)	.	1502	-2.6	-2.1	.	-3.9	6.7	99.9*	3.8	-1.0	-5.5
29	O=C(NNc1ccc([N+](=O)[O-])cc1)c1ccccc1Cl	-9.5	1655	1.4	-2.1	-0.56	-1.4	-0.8	-11.2	1.7	22.5	-3.4
30	Cc1cc(-c2cccs2)c2c(N)c(C(=O)c3ccc4c(c3)OCO4)sc2n1	-3.2	1528	1.0	-5.0	.	1.1	1.6	2.2	5.1	7.8	-2.4
31	COc1ccc(F)cc1S(=O)(=O)NCc1ccccc1	2.1	1434	-6.0	-3.5	.	0.0	-1.9	-5.0	0.4	3.6	1.1
